A3A deaminase: blocks human APOBEC3A ssDNA deamination; AID 493011; 330,000 compounds, 0.41% hits; recombinant A3A, FAM/TAMRA ssDNA deamination fluorescence; inhibition, % at 20 µM;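 active means at least 40% inhibition at 20 µM here, with at most 30% in a related deaminase screen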;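 further: plate controls were A3A with DMSO for no effect and wells lacking A3A enzyme for full effect; some results filed as inactive read as strong as hits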
Target sequence (P31941 whole entry, looked up): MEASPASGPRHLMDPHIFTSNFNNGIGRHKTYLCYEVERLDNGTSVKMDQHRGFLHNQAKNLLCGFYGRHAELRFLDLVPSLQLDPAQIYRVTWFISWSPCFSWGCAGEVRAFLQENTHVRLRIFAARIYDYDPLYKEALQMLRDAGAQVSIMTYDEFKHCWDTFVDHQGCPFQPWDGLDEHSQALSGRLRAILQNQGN
hIAP activ: increases human intestinal alkaline phosphatase activity. P09923. purified human IAP, CDP-Star luminescence, 30 min; hits give high values; 1 = vehicle-only enzyme, 0 = enzyme-free background. activation factor at 10 µM. 330,000 compounds, 0.16% hits. AID 2524;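 active means activation factor of the enzyme at least 2-fold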; further: the source names both 10 and 20 µM as test concentration; values of inactives mirror those of a sister screen read the other way
mIAP inh: mouse IAP inhibition | purified mouse IAP, CDP-Star luminescence, 30 min | inhibition, % at 10 µM | 330,000 compounds, 0.2% hits | AID 2806;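 active means inhibition of at least 40% at 10 µM in the primary screen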;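 further: plate controls were DMSO with enzyme for no effect and no enzyme wells for full effect; values of inactives mirror those of a sister screen read the other way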
ATG4B inhibitor: blocks human ATG4B protease cleavage of LC3 substrate; Q9Y4P1; ATG4B cleavage of LC3-PLA2, NBD-HPC fluorescence, 1 h; inhibition, % at 8.33 µM; 340,000 compounds, 0.51% hits; AID 504462; in the data active means inhibition above about 40%
A3G deaminase: blocks human APOBEC3G single-stranded DNA deamination; 330,000 compounds, 0.28% hits; recombinant A3G, ssDNA deamination FAM/TAMRA fluorescence; AID 493012; inhibition, % at 20 µM;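 active means inhibition of at least 40% at 20 µM, with no more than 30% in the related APOBEC3A deaminase screen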;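 further: plate controls were DMSO wells with A3G for no effect and wells lacking A3G enzyme for full effect; some compounds called inactive have numbers as strong as hits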
Target sequence (Q9HC16 whole entry, looked up): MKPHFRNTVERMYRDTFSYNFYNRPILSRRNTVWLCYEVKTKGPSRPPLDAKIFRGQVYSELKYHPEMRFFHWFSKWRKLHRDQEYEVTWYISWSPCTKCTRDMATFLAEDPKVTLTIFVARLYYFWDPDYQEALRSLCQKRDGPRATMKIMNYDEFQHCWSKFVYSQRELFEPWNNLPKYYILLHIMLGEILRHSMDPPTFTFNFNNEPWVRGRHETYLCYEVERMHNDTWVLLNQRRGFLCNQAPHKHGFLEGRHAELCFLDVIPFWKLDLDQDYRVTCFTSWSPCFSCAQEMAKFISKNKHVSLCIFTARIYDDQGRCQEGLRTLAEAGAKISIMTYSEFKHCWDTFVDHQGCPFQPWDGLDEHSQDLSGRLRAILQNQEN
MPTP block: permeability transition pore inhibition; isolated mouse mitochondria, Ca2+ swelling absorbance, 30 min; inhibition, % at 10 µM; 360,000 compounds, 1.4% hits;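 active means inhibition of 50% or more, scaled per plate between neutral and stimulator controls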;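 further: 0% = DMSO wells given calcium and 100% = 1 mM EGTA wells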
hIAP inh: human IAP inhibition; AID 2544; 330,000 compounds, 0.12% hits; inhibition, % at 10 µM; purified IAP, CDP-Star luminescence, 30 min;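 active means inhibition reaching a set limit with compound at 10 µM in the primary screen, cut at about 35% in these data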;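 further: plate controls were DMSO wells with enzyme for no effect and no-enzyme buffer wells for full effect; values of inactives mirror those of a sister screen read the other way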
beta cell repl: MIN6 beta-cell proliferation induction. MIN6 cells proliferation, ATPlite luminescence, 48 h; cells starved in 0.2% serum; 100% = growth in 10% serum. 330,000 compounds, 0.29% hits. proliferation, % at 10 µM;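 active means compounds whose signal lies at least 3.5 SD above the mean of all wells on their plate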;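 further: 0% = DMSO-treated cells in low-serum medium and 100% = 10% serum control; some compounds called inactive have numbers as strong as hits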
mIAP act: mouse IAP activation; muIAP, CDP-Star luminescence, 30 min; hits give high values; 1 = vehicle-only enzyme signal, 0 = enzyme-free wells; activation factor at 10 µM; 330,000 compounds, 0.24% hits; AID 2805;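 active means activation factor of at least 2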; further: the source names both 10 and 20 µM as test concentration; values of inactives mirror those of a sister screen read the other way
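Assay system: mouse IAP enzyme; Reagent: CDP-Star chemiluminescent phosphatase substrate; Compound: DMSO-dissolved test compounds; Incubation: 30 min, room temperature; Technique: luminescence from enzymatic CDP-Star hydrolysis; Controls: DMSO-only wells and no-enzyme negative control.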
Active calls of the source: *. Not a hit list; any-hit rate near 3.3%.

1	CCOC(=O)c1cnc(SCC(=O)Nc2ccc(NC(C)=O)c(OC)c2)nc1N
2	Cc1ccc2nc(Cl)c(C3CC(c4ccco4)=NN3C(=O)CCCC(=O)O)cc2c1 (stereo not drawn)
3	COc1cc(CCCN2C(N)=NC[C@@H]2c2ccccc2)cc(OC)c1OC
4	Cc1cc([N+](=O)[O-])nn1CC(=O)NC(C)c1ccccc1 (stereo not drawn)
5	CCOc1ccc2c(c1)c(N=O)c(O)n2C
6	O=C(NC1CCCC1)C(c1cccs1)N(Cc1ccco1)C(=O)Cn1nnc(-c2cccs2)n1 (stereo not drawn)
7	O=C(Nc1ccc(-n2ccc(C(F)(F)F)n2)cc1)c1cccs1
8	C/C(=N\NC(=O)CCCOc1ccc(Cl)cc1C)c1ccc(C)o1
9	COc1ccccc1/C=C/C=N/n1c(-c2n[nH]c3c2CCC3)n[nH]c1=S
10	COc1ccc(Cl)cc1NC(=O)Nn1cnnc1

Assay by compound	1	2	3	4	5	6	7	8	9	10
A3A deaminase	-1	6	0	-6	-3	0	3	0	-8	3
hIAP activ	0.98	1	1.2	1.1	0.94	1.2	1.1	0.95	2*	1.1
mIAP inh	-7	12	22	17	10	-26	-1	-2	-1	1
ATG4B inhibitor	-4	0	1	-8	2	4	5	-5	-12	-3
A3G deaminase	-2	-1	-7	-10	-4	-3	0	-6	22	0
MPTP block	-1.1	1.4	0.9	-1.0	-0.4	-0.5	-0.9	1.0	0.0	1.5
hIAP inh	2	-2	-21	-6	6	-16	-12	5	-104	-11
beta cell repl	-2	0	5	0	-3	-2	-4	0	-1	-1
mIAP act	1.1	0.89	0.78	0.83	0.9	1.3	1	1	1	0.99

Profiles, looked up by structure. Values in the order: A3A deaminase | hIAP activ | mIAP inh | ATG4B inhibitor | A3G deaminase | MPTP block | hIAP inh | beta cell repl | mIAP act
`CCOC(=O)c1cnc(SCC(=O)Nc2ccc(NC(C)=O)c(OC)c2)nc1N` across the screens: -1 | 0.98 | -7 | -4 | -2 | -1.1 | 2 | -2 | 1.1
`COc1ccc(Cl)cc1NC(=O)Nn1cnnc1` across the screens: 3 | 1.1 | 1 | -3 | 0 | 1.5 | -11 | -1 | 0.99

Other results.
11	CCOC(=O)c1ccc(N2C(=O)CC(Nc3ccc(O)cc3)C2=O)cc1 (stereo not drawn)
12	O=C(COC(=O)CC1SC(N2CCCC2)=NC1=O)Nc1ccc(Br)cc1 (stereo not drawn)
13	COc1ccccc1-c1c(C)oc2c(CN3CCN(C)CC3)c(O)ccc2c1=O
14	N#Cc1ccc(OC(=O)c2cnccn2)cc1
15	COc1cccc(NC(=O)CN2CCN(S(=O)(=O)c3ccc(C(C)C)cc3)CC2)c1
16	O=C(NCC1CCCO1)C1CC1(c1ccccc1)c1ccccc1 (stereo not drawn)
17	COc1cccc(CC(Cc2nc3ccccc3[nH]2)c2nc3ccccc3[nH]2)c1 (stereo not drawn)
18	CCOC(=O)c1c(COC(=O)c2ccco2)nc2ccccc2[n+]1[O-]
19	CCOC(=O)[C@H]1[C@H]2COc3ccc(Br)cc3[C@@H]2N2C(=O)[C@H](C)NC(=O)[C@@]12C
20	Cc1ccc(N2C(=O)C3ON(c4ccccc4)C(CC(C)C)C3C2=O)cc1 (stereo not drawn)

Assay by compound	11	12	13	14	15	16	17	18	19	20
A3A deaminase	-1	0	-2	9	-1	-1	-5	-3	-2	2
hIAP activ	0.96	1.1	0.98	0.94	1	1.2	1.9	1.1	0.98	1.1
mIAP inh	-6	-8	-9	-3	-14	-14	-24	-5	-3	10
ATG4B inhibitor	20	4	-4	-5	-16	-1	-1	1	5	22
A3G deaminase	-4	-2	-6	4	-4	-9	-6	-4	-2	-6
MPTP block	0.0	-1.3	1.8	1.6	-4.2	-1.2	0.1	-0.4	-0.8	4.1
hIAP inh	4	-7	2	6	-1	-18	-95	-14	2	-6
beta cell repl	-6	-3	-3	0	0	0	-2	1	-1	-2
mIAP act	1.1	1.1	1.1	1	1.1	1.1	1.2	1.1	1	0.9

21	CCc1noc(C)c1C(=O)Nc1cc(C(F)(F)F)ccc1-n1cncn1
22	Cc1ccc(C(=O)Nc2ccc(Nc3ccccc3)cc2)c(Cl)c1
23	NC(=O)C1CCN(C(=O)CNC(=O)c2ccc(Br)o2)CC1
24	CN(CC(=O)Nc1ccccc1)CC(=O)Nc1ccc(F)cc1
25	O=C(CCc1nnc(CCc2ccccc2)o1)NC(c1cccnc1)C(F)(F)F (stereo not drawn)
26	CN(C)CCNc1c2c(nc3nnnn13)CCCC2
27	O=C1C=C(Nc2ccccc2O)c2ccccc2C1=O
28	N#CCSc1nc(-c2ccccc2)nc2ccccc12
29	CCn1c(=O)c2ccccc2n(Cc2cccc([N+](=O)[O-])c2)c1=O
30	CCN(CC)CCCNC(=O)c1cc2nc3c(c(C(F)(F)F)n2n1)CCc1ccccc1-3
31	O=C(NC1CCCCC1)C(c1ccc(F)cc1)N(C(=O)c1csnn1)C1CCCC1 (stereo not drawn)

Assay by compound	21	22	23	24	25	26	27	28	29	30	31
A3A deaminase	2	-7	-2	-5	-1	2	2	-8	1	0	-5
hIAP activ	0.9	1	1	1.1	0.87	1.1	1.1	1.2	1	0.98	0.94
mIAP inh	11	7	-2	1	13	2	18	10	3	-5	13
ATG4B inhibitor	-2	-5	1	1	7	12	11	-8	4	-5	-2
A3G deaminase	-2	-5	-11	2	-4	-2	1	-4	-1	-4	-8
MPTP block	-1.4	1.7	0.2	-0.3	-0.9	-2.0	11	0.2	0.0	-0.3	-2.4
hIAP inh	10	-3	-5	-11	13	-5	-14	-21	-4	2	6
beta cell repl	-2	-2	0	0	-2	4	-4	2	7	-5	1
mIAP act	0.89	0.93	1	0.99	0.87	0.98	0.82	0.9	0.97	1.1	0.87

Reprinted, entries 24 to 26
24	CN(CC(=O)Nc1ccccc1)CC(=O)Nc1ccc(F)cc1
25	O=C(CCc1nnc(CCc2ccccc2)o1)NC(c1cccnc1)C(F)(F)F (stereo not drawn)
26	CN(C)CCNc1c2c(nc3nnnn13)CCCC2

Assay by compound	24	25	26
A3A deaminase	-5	-1	2
hIAP activ	1.1	0.87	1.1
mIAP inh	1	13	2
ATG4B inhibitor	1	7	12
A3G deaminase	2	-4	-2
MPTP block	-0.3	-0.9	-2.0
hIAP inh	-11	13	-5
beta cell repl	0	-2	4
mIAP act	0.99	0.87	0.98
